Screens from PubChem.
USP2a inh: qHTS Assay for Inhibitors of Ubiquitin-specific Protease USP2a | Ubiquitin carboxyl-terminal hydrolase 2 (Homo sapiens), O75604 | USP2a enzymatic assay, qHTS inhibition | Potency, µM (series often up to 38.3 µM), for the others: at the highest dose activity change, negative = inhibition, usual class: inhibitors | 60,000 compounds, 0.1% hits | AID 927, 2007;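 also: potency is read from the fitted curve at half-maximal effect; nearly all actives have a fitted effect of over 60% in size; plate controls were DMSO for no effect and NEM full inhibition control for full effect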
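USP2 core (20 nM final) was preincubated with compound for 30 min at RT in 20 mM Tris-HCl pH 8.0, 2 mM CaCl2, 2 mM beta-mercaptoethanol; Ub-PLA2 (20 nM) plus NBD C6-HPC (20 uM) then added, fluorescence read after 2.5 h.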
BRCT inh red: qHTS Assay for Inhibitors of BRCT-Phosphoprotein Interaction (Red Fluorophore); Breast cancer type 1 susceptibility protein (Homo sapiens), P38398; BRCT-phosphopeptide binding, red fluorescence polarization; Potency, µM (series often up to 76.9 µM), for the others: at the highest dose activity change, negative = inhibition, hits mostly inhibitors; 75,000 compounds, 0.03% hits; AID 892, 2007; also: % is scaled to controls: 0 for no effect and ±100 for the full control effect
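Fluorescence polarization: 100 nM His-tagged BRCA1 BRCT with 100 nM TAMRA-labelled phospho-BACH1 decapeptide, phosphate buffer pH 7.3 with 150 mM NaCl, DTT, 0.01% Tween 20; 12 min RT. Binding inhibition seen as FP decrease.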
HBB splicing: qHTS Assay for Modulators of Hemoglobin Beta Chain Splicing. HBB splicing reporter cell assay, activation; EGFP reporter with mutant IVS2-654 intron; response scale: normalised to 500 nM splice-correcting PNA. Potency, µM (series often up to 46.1 µM), inactives show top-dose activation, actives largely listed as activators. 65,000 compounds, 0.06% hits; also: potency is read from the fitted curve at half-maximal effect; 0% is about no effect
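HeLa cells stably expressing EGFP interrupted by mutant beta-globin intron 2 (IVS2-654), 500/well in 2% FCS. Treated with compound for 2 days at 37C. Splicing correction scored as total well GFP intensity (488 nm excitation, 500-520 nm emission); 500 nM antisense PNA served as control.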
BRCT PPI green: qHTS Assay for Inhibitors of BRCT-Phosphoprotein Interaction (Green Fluorophore) | BRCA1 BRCT-phosphopeptide binding, green fluorescence polarization | 75,000 compounds, 0.05% hits | Breast cancer type 1 susceptibility protein (Homo sapiens), P38398 | AID 875, 2007 | Potency, µM (series often up to 76.9 µM), without a hit: top-dose activity change, negative = inhibition, most hits filed as inhibitors;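 also: potency is read from the fitted curve at half-maximal effect; plate controls were peptide without protein for full effect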
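Compounds were incubated for 12 min at room temperature with a complex of 100 nM fluorescein-tagged pBACH1 decapeptide and 250 nM His-tagged BRCT protein. Buffer was phosphate pH 7.3 with EDTA, DTT and Tween 20. Disruption of binding lowers the polarization signal.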
HADH2 inh: qHTS Assay for Inhibitors of HADH2 (Hydroxyacyl-Coenzyme A Dehydrogenase, Type II); 3-hydroxyacyl-CoA dehydrogenase type-2 (Homo sapiens), Q99714; recombinant HADH2, NADH fluorescence, beta-hydroxybutyryl-CoA; Potency, µM (series often up to 57.1 µM), for the others: top-dose activity change, negative = inhibition, hits mostly inhibitors; 73,000 compounds, 3.4% hits; also: potency is read from the fitted curve at half-maximal effect; % is scaled to controls: 0 for no effect and ±100 for the full control effect; nearly all actives have a fitted effect of over 60% in size; many of its hits are not listed in these tables
Target sequence (Q99714 whole entry, looked up, one chain of several): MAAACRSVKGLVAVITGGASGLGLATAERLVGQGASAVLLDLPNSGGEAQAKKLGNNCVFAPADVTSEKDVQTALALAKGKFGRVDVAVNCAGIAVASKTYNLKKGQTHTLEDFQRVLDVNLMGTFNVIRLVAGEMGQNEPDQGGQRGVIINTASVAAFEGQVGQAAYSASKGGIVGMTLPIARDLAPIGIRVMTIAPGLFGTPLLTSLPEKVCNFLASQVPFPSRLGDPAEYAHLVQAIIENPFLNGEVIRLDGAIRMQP
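E. coli-expressed His-tagged HADH2 tested at 20 nM in alkaline Tris buffer (pH 9.0); oxidation of 90 uM beta-hydroxybutyryl-CoA with 1 mM NAD+ tracked fluorimetrically for 4 min.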
Epigenetic mod: qHTS Assay for Epigenetic Modulators; Potency, µM (highest dose often 46.1 µM), for inactives: at the top dose GFP derepression (activation); mouse C127i GFP locus derepression, cytometry, 30 h; 68,000 compounds, 0.09% hits; also: % of control where 0% means no effect
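Locus derepression in mouse mammary C127i cells whose integrated CMV-GFP reporter is normally silent; GFP expression after 30 h compound treatment was quantified by counting fluorescent cells.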
Pol III holo inh: qHTS Assay for Inhibitors of DNA Polymerase III Holoenzyme System; reconstituted DNA polymerase III holoenzyme replication, biochemical; Potency, µM (top dose mostly 57.1 µM), inactives show at the highest dose activity change, negative = inhibition; 71,000 compounds, 0.25% hits; AID 603, 2007; also: potency is read from the fitted curve at half-maximal effect; % is scaled to controls: 0 for no effect and ±100 for the full control effect
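Reconstituted *E. coli* holoenzyme (0.35 nM Pol III, 1 nM beta, 154 nM SSB, 2 nM primase) was preincubated with compound for 15 min at RT. Synthesis on 1.4 nM ssM13Gori ran 35 min, then was stopped with PicoGreen/EDTA and read as dsDNA fluorescence.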
UbGFP stabilizer: Ubiquitin-GFP Assay; Ubiquitin-GFP reporter cells, proteasome inhibition, GFP fluorescence; response scale: untreated = 0%, 10 µM MG-132 = 100%; 67,000 tested, under 10 active; Potency, µM (highest dose often 45.9 µM), without a hit: at the top dose activation (GFP accumulation), most hits filed as activators; active = well fitted activation curve with a large enough effect, not every such curve was filed as active; inconclusive = small, poorly fitted or top-dose-only effect, or another doubt; inactive = no such curve, though single readings can be large or run the other way; also: potency is read from the fitted curve at half-maximal effect
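Proteasome blockade was scored as a rise in GFP-expressing U2OS cells carrying a ubiquitin(G76V)-GFP construct, imaged after 4 hr compound treatment at 37 °C across a 46 uM–2.9 nM series.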
Hsp90 Hop PPI: qHTS Assay for Disrupters of an Hsp90 Co-Chaperone Interaction; Hsp90 C-terminal peptide / TPR2A (Hop) interaction, human; AlphaScreen TPR2A-His6 binding biotin-Hsp90 C-terminal peptide; Potency, µM (highest dose often 57 µM), without a hit: top-dose activity change, negative = inhibition; 71,000 compounds, 0.44% hits; active = well fitted curve in either direction with a large enough effect; inconclusive = small, poorly fitted or top-dose-only effect, or another doubt; also: potency is read from the fitted curve at half-maximal effect; % is scaled to controls: 0 for no effect and ±100 for the full control effect; many of its hits are not listed in these tables
CRE-bla Fsk: Cell signaling CRE-BLA (Fsk stim) | CHO CRE-bla reporter (cAMP response element driving beta-lactamase), forskolin EC10, beta-lactamase ratio | Potency, µM (series often up to 38.2 µM), for inactives: top-dose activity change, negative = inhibition, hits mostly activators | 71,000 compounds, 2.5% hits | AID 662, 2007; active = well fitted activation curve with a large enough effect in the signal ratio, with a control signal flat, not every such curve was filed as active; inconclusive = small, poorly fitted or top-dose-only effect, or effect the other way, or a change in a side signal; the % refers to the signal ratio; also: potency is read from the fitted curve at half-maximal effect; % of control where 0% means no effect
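Reporter-gene assay: CHO cells with beta-lactamase behind cAMP responsive elements, co-treated with compound and EC10 NKH 477 for 3 hours at 37 degrees Celsius. Activity came from the 460/530 nm CCF4 emission ratio.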
15-hLO inh: qHTS Assay for Inhibitors of 15-hLO (15-human lipoxygenase) | Polyunsaturated fatty acid lipoxygenase ALOX15 (Homo sapiens), P16050 | purified 15hLO-1, xylenol orange hydroperoxide absorbance | Potency, µM (series often up to 57.1 µM), inactives show at the top dose activity change, negative = inhibition, most hits filed as inhibitors | 74,000 compounds, 1.4% hits | AID 887, 2007; also: potency is read from the fitted curve at half-maximal effect; % is scaled to controls: 0 for no effect and ±100 for the full control effect; nearly all actives have a fitted effect of over 55% in size
Target sequence (P16050 whole entry, looked up): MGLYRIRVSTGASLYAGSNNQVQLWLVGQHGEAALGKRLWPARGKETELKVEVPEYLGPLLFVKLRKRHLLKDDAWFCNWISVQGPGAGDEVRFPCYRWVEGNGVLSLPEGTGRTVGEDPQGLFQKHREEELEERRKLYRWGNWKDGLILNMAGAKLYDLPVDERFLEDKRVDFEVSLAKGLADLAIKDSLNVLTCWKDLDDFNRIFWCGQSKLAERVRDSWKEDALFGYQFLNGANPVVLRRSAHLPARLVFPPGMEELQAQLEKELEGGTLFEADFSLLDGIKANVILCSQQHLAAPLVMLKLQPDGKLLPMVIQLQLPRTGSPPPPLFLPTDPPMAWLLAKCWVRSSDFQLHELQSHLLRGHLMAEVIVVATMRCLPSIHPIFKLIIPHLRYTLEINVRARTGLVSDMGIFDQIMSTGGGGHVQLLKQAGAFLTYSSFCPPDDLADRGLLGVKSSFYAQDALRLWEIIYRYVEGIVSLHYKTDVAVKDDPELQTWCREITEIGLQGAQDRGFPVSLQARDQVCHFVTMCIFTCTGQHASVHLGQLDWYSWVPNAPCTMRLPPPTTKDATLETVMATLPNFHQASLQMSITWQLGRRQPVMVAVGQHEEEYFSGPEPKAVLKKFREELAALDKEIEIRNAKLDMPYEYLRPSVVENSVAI
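Inhibition is scored from a chromogenic endpoint. After 15 min enzyme-compound contact, arachidonic acid (50 uM final) reacts 6 min with 40 nM 15hLO-1 at room temperature, then Fe-XO reagent is added for 30 min and absorbance ratio recorded.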
Numbers without * were called inactive; ? = inconclusive; · = not tested or not shown; & = joins results of further samples; ! = not active in a repeat; [ ] = remark or other dose. Unless noted, calls follow the shape of the dose curve; as a rule, active = well fitted curve in the direction sought with a large enough effect; inconclusive = small, poorly fitted or top-dose-only effect, or another doubt; inactive = no such curve, though single readings can be large; an effect the other way counts as inactive or inconclusive.

Every second line gives: UbGFP stabilizer, HBB splicing, USP2a inh, Hsp90 Hop PPI, 15-hLO inh, Epigenetic mod, BRCT PPI green, CRE-bla Fsk, Pol III holo inh, HADH2 inh, BRCT inh red
[1] C[C@@H](Cc1ccccc1)NCCC(c1ccccc1)c1ccccc1
→ 6%[20.5 µM], -3.0%[20.6 µM], 13%[17.1 µM], -3%[26 µM], ?, 4%[20.6 µM], -0.6%[34.4 µM], ?, -3%[25.6 µM], -5%[25.6 µM], -1.6%[34.4 µM]
[2] CC(C(=O)N1CCC2(CC1)OCCO2)C1Sc2ccccc2NC1=O (centres undefined)
→ 2%, -1.1%, -1%, -3%, 14%, 4%, -2.9%, -2%, -7%, -3%, 0.3%
[3] O=C(O)C(Cl)Cl
→ ·, -0.5%, ·, 0%, -5%, ·, -0.9%, -3%, -1%, -5%, 0.1%
[4] CC(C)c1c(CN(C)[C@@H](C)Cc2ccccc2)n(C)n(-c2ccccc2)c1=O
→ -6%[20.5 µM], 0.4%[20.6 µM], 2%[17.1 µM], -4%[26 µM], 4%[25.6 µM], 5%[20.6 µM], -0.6%[34.4 µM], 5%[17.1 µM], -6%[25.6 µM], 4%[25.6 µM], 0.8%[34.4 µM]
[5] CN1CC[C@]2(C)c3cc(O)ccc3N(C)[C@@H]12
→ -3%, -0.3%[20.6 µM], -6%[17.1 µM], -2%, ?, 4%[9.22 µM], -1.2%[34.4 µM], ?, -5%, ?, -0.3%[34.4 µM]
[6] Cn1c(O)c(C=Nc2ccc(Cl)cc2)c(=O)n(C)c1=O
→ -4%, -0.6%, 4%, -5%, 8%, -2%, 0.4%, -2%, -3%, -4%, 0.5%
[7] O=C(c1cc(-c2cccnc2)nc2ccccc12)N1CCC2(CC1)OCCO2
→ 7%, 2.3%[57.5 µM], 8%, 1%, 4%, 2%, 0.3%, ?, -11%, 1%, 0.7%
[8] CC(C)c1ccc(C(c2c(O)c3ccccc3oc2=O)c2c(O)c3ccccc3oc2=O)cc1
→ 3%[9.17 µM], 1.7%[9.22 µM], ·, -1%[11 µM], -8%[11.4 µM], 26%[9.22 µM], 0.4%[15.4 µM], 14%[7.6 µM], -5%[11.4 µM], -9%[11.4 µM], -0.1%[15.4 µM]
[9] Cc1sc2c(c1C)C(c1cccs1)=NCC(=O)N2CC(=O)NCc1cccs1
→ -4%, -0.2%[57.5 µM], ·, -5%, 0%, 15%, -0.3%, -11%, 2%, 1%, 0.9%
[10] CCN(CC)c1ccccc1
→ ·, -0.8%, ·, 0%, 6%, ·, -1.4%, -20%, -1%, -3%, 1.2%
[11] CCC/C(=N\O)c1c[nH]c2ccccc12
→ 5%[9.17 µM], 0.6%[0.0738 µM], 4%[7.66 µM], -7%[11 µM], 0%[11.4 µM], -2%, 0.9%, 6%[7.6 µM], -6%[11.4 µM], 23%[11.4 µM], 1.7%
[12] CN(C(=O)Cc1ccc(Cl)c(Cl)c1)[C@H](CN1CCCC1)c1ccccc1
→ -2%, ·, ·, -5%, -5%[25.6 µM], 1%, -3.2%, ?, -1%, 16%, -0.7%
[13] C#CCN(C)[C@@H](C)Cc1ccccc1
→ 5%[20.5 µM], -3.0%[20.6 µM], 2%[17.1 µM], -7%[26 µM], 8%[25.6 µM], 1%[20.6 µM], 0.6%[34.4 µM], -5%[17.1 µM], -4%[25.6 µM], 6%[25.6 µM], -1.0%[34.4 µM]
[14] COc1cc2c(C(=O)N3CCN(C)CC3)c(C)n(C)c2cc1Br
→ ·, -2.8%[0.369 µM], 6%, 3%, 6%, 0%, -3.3%, 18%, -1%, 9%, 0.9%
[15] c1cc(CN2CCCC3(CCNCC3)C2)ccn1
→ -7%, 2.5%, 2%, -1%, 10%, 9%[9.22 µM], -0.4%, -12%, -4%, 7%, -1.3%
[16] CC[C@@]1(O)C(=O)OCc2c1cc1n(c2=O)Cc2cc3c(NC(=O)CN)cccc3nc2-1
→ -5%[9.17 µM], 1.4%[9.22 µM], ·, 2%[11 µM], 19%[11.4 µM], 0%[9.22 µM], 0.7%[15.4 µM], 16%[7.6 µM], -7%[11.4 µM], 3.2µM*, 0.2%[15.4 µM]
[17] CN(C(=O)c1ccco1)C1(c2ccccc2Cl)CCCCC1=O (centres undefined)
→ -2%, -0.1%[57.5 µM], 2%, 0%, 13%, 2%, -0.1%, -10%, -8%, 27%, 1.4%
[18] CC(C)[C@@]1(NC(=O)[C@@H]2C[C@H]3c4cccc5[nH]cc(c45)C[C@@H]3N(C)C2)O[C@@]2(O)[C@H]3CCCN3C(=O)[C@H](Cc3ccccc3)N2C1=O
→ -1%&1%, ·, 31%[activator], -9%&-16%, ?, 0%&-1%, -2.1%&2.4%, ?, 2%&-2%, -18%&0%, -2.9%&1.3%
[19] CN(C)C1(c2nnnn2-c2ccc(Cl)cc2)CCCCC1
→ 4%, 1.6%, ·, 1%, -1%, ·, 0.0%, 12%, -4%, -6%, -1.8%
[20] O=C(O)CNCP(=O)(O)O
→ -2%[9.17 µM], -1.1%[9.22 µM], -10%, -2%[11 µM], -7%[11.4 µM], 0%[9.22 µM], -1.0%[15.4 µM], -3%[7.6 µM], -3%[11.4 µM], 7%[11.4 µM], 0.4%[15.4 µM]
[21] COc1ccc(-n2c(O)c(C(C)=NCc3ccco3)c(=O)[nH]c2=O)cc1
→ 3%, 2.4%[1.84 µM], -5%, -1%, -8%, 2%, 0.8%, 3%, 0%, -1%, -0.5%
[22] CCCC(=O)C1C(=O)NC(=O)NC1=O
→ 1%, -6.9%[0.369 µM], 1%, 0%, -5%, 2%, -2.1%, 21%, 8%, 8%, 0.2%
[23] O=C(CN1CC(c2ccccc2)CC1=O)Nc1ccc(F)cc1 (centres undefined)
→ 3%, -0.5%, ·, -2%, -13%, 0%, 0.1%, -13%, -2%, 4%, 0.0%
[24] Cc1nccc2c1[nH]c1ccccc12
→ -4%, 0.2%[20.6 µM], 1%, -2%, 16%, -1%, 1.6%, -2%, -13%, 25µM*!, -2.1%
[25] CN1CCCC2(CCN(C(=O)c3csnn3)CC2)C1
→ -7%, 2.9%, -7%, -7%, 14%, 2%[9.22 µM], -3.2%, -1%, -3%, -29%, -0.2%
[26] Cc1nn(-c2ccccc2)c2c1C(c1ccc3c(c1)OCO3)SCC(=O)N2 (centres undefined)
→ -12%, -0.4%, 14%, -5%, -7%, 4%, -3.5%, -2%, 0%, -7%, 1.0%
[27] Cc1ccccc1NC1=NCC(C)S1 (centres undefined)
→ -2%, 2.1%, 3%, -5%, 0%, 0%, 4.7%, ?, -8%, -7%, 0.0%
[28] [O-][Cl+2]([O-])O
→ ·, 0.0%, ·, -4%, -3%, ·, -2.3%, 0%, -10%, 9%, 0.5%
[29] COc1ccc(CC2C(=O)N(C)C(=O)N(C)C2=O)c(OC)c1
→ 1%, -0.1%, -6%, -8%, 1%, 0%, -1.8%, -1%, -6%, -10%, -1.3%
[30] COC(=O)C(C)Oc1cc(C)cc2oc(=O)c3c(c12)CCC3 (centres undefined)
→ 5%, -1.3%, 3%, 2%, -2%, -3%, 2.4%, 7.9µM*, -6%, 13µM*, -1.4%
[31] O=C(CCn1c(=O)oc2ccccc21)N1CCN(C(c2ccccc2)c2ccccc2)CC1
→ -5%, 1.0%, 32%[activator], -12%, -6%, -4%, -1.0%, -1%, -4%, 2%, -0.2%
[32] ClC1=C(Cl)C2(Cl)C3C4CC(C5OC45)C3C1(Cl)C2(Cl)Cl (centres undefined)
→ ·, -1.4%, -6%, 4%, -4%, ·, -3.8%, ?, -2%, -5%, 1.2%

These rows are one share of the data, so the mix of outcomes need not match the whole.
